# High-throughput results deposited in PubChem by several laboratories.
# MITF TRPM1 inh: inhibitors of MITF-dependent TRPM1 promoter reporter, primary screen, cell-based, SK-MEL-5, single point, luciferase. SK-MEL-5 TRPM1 promoter luciferase, 24 h. inhibition, % at 12.5 µM. hit rate 0.83% among 330,000;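 active = mean inhibition across replicates of 60% or more, whatever share of single replicates reaches that level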; also: values of inactives mirror those of a sister screen read the other way
# NR2E3 ag-1: inhibitors of NR2E3-RetCOR corepressor binding, primary screen, NR2E3 agonist project, biochemical, TR-FRET, GST-NR2E3, biotin-RetCOR | Photoreceptor-specific nuclear receptor (Homo sapiens), Q9Y5X4 | 1536-well | inhibition of corepressor binding, % at 4.78 µM | hit rate 0.12% among 320,000 | AID 2300, 2010;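 active = percent inhibition above the cutoff of mean plus 3 SD of all tested compounds, set per screening campaign, cut at about 20% in these data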;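 also: 0% = DMSO wells and 100% = biotin wells as full block of FRET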
# Target sequence (Q9Y5X4 whole entry, looked up): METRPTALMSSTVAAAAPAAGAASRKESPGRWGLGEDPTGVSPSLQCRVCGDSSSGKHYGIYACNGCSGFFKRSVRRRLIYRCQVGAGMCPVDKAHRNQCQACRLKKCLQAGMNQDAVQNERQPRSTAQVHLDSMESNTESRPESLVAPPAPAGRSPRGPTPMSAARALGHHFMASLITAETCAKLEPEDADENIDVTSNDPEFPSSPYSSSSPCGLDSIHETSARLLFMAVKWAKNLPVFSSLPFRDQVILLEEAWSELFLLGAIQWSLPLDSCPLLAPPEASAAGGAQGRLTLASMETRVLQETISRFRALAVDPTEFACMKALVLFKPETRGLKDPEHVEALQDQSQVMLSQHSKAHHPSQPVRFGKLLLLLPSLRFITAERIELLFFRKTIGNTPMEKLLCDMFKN
#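 System: GST-tagged NR2E3 plus biotinylated RetCOR corepressor; Buffer or medium: pH 7.5 Tris-based buffer; Probe or stimulus: RetCOR corepressor, biotinylated, 7 nM; Doses: compound at 4.8 µM, single dose; Schedule: 5 h incubation at 4 °C; Technique: time-resolved FRET; Evaluation: percent inhibition of TR-FRET ratio; Replication: one well per compound, singlicate testing.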
# HIF-2a inh: HIF-2a reporter inhibitors, primary screen, luminescence, 786-0 RCC cells; 786-0 RCC cells HIF-2a reporter, luciferase luminescence, overnight; inhibition, % at 18.8 µM; hit rate 0.72% among 360,000; AID 624352, 2012;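 active = inhibition of the luminescence signal of 40% or more relative to plate controls, in a single-dose primary screen at 18.75 µM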
# iPSC survival up: enhancers of single-cell hiPSC survival, primary screen, ATPlite luminescence; hit rate 0.044% among 360,000; survival enhancement, % at 20 µM; 100% = ROCK inhibitor wells, 0% = DMSO; in the data active = survival enhancement above about 18%;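 also: cells exposed to compounds for 16 hours before the ATP read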
# Peg3 promoter: Peg3 promoter-driven luciferase inhibitors, primary screen, cell-based, HeLa, luciferase luminescence. hit rate 1.7% among 360,000. inhibition, % at 20 µM. HeLa PEG-Prom luciferase reporter, overnight. AID 588405, 2011;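 active = inhibition of at least 50% at 20 µM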
# NR2E3 ag-2: NR2E3 agonists in two-hybrid cells, primary screen, cell-based, luminescence, CHO-S, Gal4-NCOR/VP16-NR2E3; Photoreceptor-specific nuclear receptor (Homo sapiens), Q9Y5X4; luciferase; hit rate 0.35% among 360,000; AID 602229, 2012; inhibition of corepressor binding, % at 3.98 µM;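 active = inhibition above the mean of all tested compounds plus 3 SD, cut at about 70% in these data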;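 also: 0% = DMSO with NR2E3 transfected cells and 100% = cells lacking NR2E3 construct; higher means lower luciferase signal from less NR2E3 corepressor binding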
# Granule exo inh: LAMP-1 surface exposure blockers, TALL-104 cells – cell-based, flow cytometry, MLPCN library, primary screen | TALL-104 LAMP-1 surface exposure; cells stimulated with thapsigargin and PMA | inhibition, % at 10 µM | hit rate 0.66% among 360,000;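 active = inhibition above about 55%, limit read from the data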
# aDG glyco act: activators of alpha-DG glycosylation, primary screen, uHTS, Pro5-aDG cells, AlphaScreen; alpha-DG glycosylation AlphaScreen (IIH6); 0% Pro5, 100% B10-LARGE cell signal; activation, % at 10 µM; hit rate 0.22% among 360,000; AID 624168, 2012;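 active = activation of at least 8% versus controls, or a plate z-score of at least 8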;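 also: Pro5 are CHO cells carrying HIG-tagged alpha-DG that lacks glycosylation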
# CaV13 FRET inh: Primary screen for inhibitors of IQ motif and Ca2+-dependent inactivation inhibitor domain binding in CACNA1D, Förster resonance energy transfer in living cells, …; HEK cells, CFP/YFP FRET ICDI-IQ, plate reader, 10 min; percent FRET-ratio fall versus neutral wells; inhibition, % at 12.3 µM; hit rate 0.098% among 340,000; AID 743397;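 active = mean replicate inhibition of at least 30% and at least 1% of replicates passing that level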;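 also: 0% = median of the neutral control wells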
# Vif imaging: HIV Vif self-association inhibitors, primary screen, imaging, HEK293T, single point | AID 602346, 2012 | hit rate 0.35% among 340,000 | inhibition, % at 7.49 µM | HEK293T cells, Vif self-association by quenched fluorescence, 24 h; in the data active = inhibition above about 50%, passing the limit was not always enough; also: some results filed as inactive read as strong as hits
# PDI turbidity: inhibitors of human PDI, primary screen, biochemical, turbidity, single point, plate reader. Protein disulfide-isomerase (Homo sapiens), P07237. PDI insulin aggregation turbidity, A650, 90 min. inhibition, % at 10 µM. hit rate 0.052% among 350,000. AID 588391, 2011;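 active = mean inhibition across replicates of 30% or more, whatever share of single replicates reach that level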;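 also: absorbance from insulin aggregation driven by PDI reduction with DTT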
# Target sequence (P07237 whole entry, looked up): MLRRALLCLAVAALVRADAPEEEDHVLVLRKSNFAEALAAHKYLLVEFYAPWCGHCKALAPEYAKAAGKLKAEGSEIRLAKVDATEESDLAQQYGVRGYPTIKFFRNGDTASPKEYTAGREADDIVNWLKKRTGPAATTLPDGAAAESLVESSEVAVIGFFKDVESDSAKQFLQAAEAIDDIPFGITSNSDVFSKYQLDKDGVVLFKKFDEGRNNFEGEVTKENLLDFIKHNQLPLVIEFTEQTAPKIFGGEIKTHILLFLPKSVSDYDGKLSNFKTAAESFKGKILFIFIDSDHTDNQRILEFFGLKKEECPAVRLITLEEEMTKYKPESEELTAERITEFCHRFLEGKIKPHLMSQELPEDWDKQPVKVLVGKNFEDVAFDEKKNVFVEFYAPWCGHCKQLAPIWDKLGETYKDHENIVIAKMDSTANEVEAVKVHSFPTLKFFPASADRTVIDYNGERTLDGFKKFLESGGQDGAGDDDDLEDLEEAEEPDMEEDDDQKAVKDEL
# An asterisk follows results filed as active; x = not tested or not shown.
SMILES,MITF TRPM1 inh,NR2E3 ag-1,HIF-2a inh,iPSC survival up,Peg3 promoter,NR2E3 ag-2,Granule exo inh,aDG glyco act,CaV13 FRET inh,Vif imaging,PDI turbidity
Cc1cc(NC(=O)CSc2nncn2-c2ccccc2)no1,12.4,-0.8,3.1,0.5,11.7,2.8,-2.4,0.1,-6.0,-2.5,0.4
CCOc1ccccc1OCC(=O)Nc1cc(C)on1,-11.8,x,-4.4,1.2,-14.8,-4.1,0.3,-0.3,-3.9,-1.4,-0.5
CC(=O)Oc1ccc(CC(C(=O)O)N2C(=O)c3ccccc3C2=O)cc1 (stereo unspecified),4.6,3.6,-36.4,-0.6,-9.4,-4.9,1.3,-0.1,-3.0,3.7,8.9
COc1ccc2c(CC(=O)NCc3cccs3)coc2c1,-10.5,-0.2,-82.2,0.4,-53.6,4.3,0.4,0.4,3.4,5.6,-3.6
COC(=O)c1ccc(CSc2nncn2N)cc1,4.3,2.5,5.4,0.7,15.4,-27.8,0.0,-0.2,8.2,8.5,0.3
O=C(COC(=O)/C=C/c1ccccc1)NC(=O)NC1CCCCC1,-4.3,x,1.8,0.9,8.2,-8.9,2.2,0.3,-5.1,-7.5,11.2
CN(C)C(CNC(=O)c1cc(Br)ccc1Cl)c1ccco1 (stereo unspecified),-1.2,1.6,5.0,-0.5,13.2,-2.5,0.4,0.1,-3.4,29.1,-9.8
CCn1c(=NC(=O)c2ccc(S(=O)(=O)N3CCOCC3)cc2)sc2cccc(OC)c21,-5.6,0.4,10.4,-0.6,9.1,-3.3,6.0,2.6,x,x,0.4
c1ccc(-c2noc(CN3CCN(c4cnccn4)CC3)n2)cc1,1.6,4.4,-10.7,0.2,-5.1,-9.7,-4.3,2.5,0.7,-8.7,6.0
CCOc1ccc(NC(=O)CN(C)C(=O)Cc2ccc3c(c2)OCCO3)cc1OCC,x,x,8.5,-1.1,6.2,2.7,-3.4,-0.3,-10.8,3.6,-0.2
c1coc(CSSCc2ccco2)c1,37.8,2.9,6.4,3.2,6.1,14.1,3.4,0.3,-7.8,14.9,4.0
COc1ccc(OC)c(CN2C(=O)c3ccccc3C2c2nnnn2-c2ccc3c(c2)OCCO3)c1 (stereo unspecified),x,x,5.9,0.1,x,9.1,1.3,0.0,-8.1,x,x
O=C(CNC(=O)c1ccc(Br)cc1)N/N=C/c1ccc[nH]1,10.8,1.5,6.8,-1.8,9.4,31.7,-5.6,0.1,-4.8,18.2,2.3
COc1ccc(C(=O)NCCc2cn3ccccc3n2)cc1,-4.0,-1.7,-24.4,-0.2,-5.9,-21.6,0.7,0.1,-5.0,x,1.6
C/C(CCc1ccc2c(c1)OCO2)=N\N=C(/N)SC1CC(=O)N(c2ccc(Cl)cc2)C1=O (stereo unspecified),4.4,3.6,-37.1,-2.9,5.2,-16.3,5.6,-0.1,-9.6,-5.0,3.3
CC(Oc1ccccc1)C(=O)N=Nc1c(O)[nH]c2ccc([N+](=O)[O-])cc12 (stereo unspecified),-11.4,2.0,5.3,-0.9,27.1,-32.9,-1.4,0.1,-17.9,10.8,9.5
O=C1c2ccccc2C(=O)N1CCc1ccccc1,-35.0,-2.9,-210.8,-0.6,-125.9,-115.5,-4.2,0.1,1.3,-9.2,-9.7
CCc1ccc(CN(C)CCc2ccccn2)cc1,-7.2,0.2,-12.3,2.2,28.7,-14.3,0.9,0.1,-7.2,-5.8,18.6
Cc1ccc(O)c(C2=Nc3ccccc3N=C(c3ccc([N+](=O)[O-])cc3)C2)c1,-1.9,-0.2,2.4,-1.4,-30.2,-18.9,0.3,-0.3,-5.7,-3.2,-10.9
CCOc1ccc(C(CCc2ccccc2)NC(=O)c2ccccc2OC)cc1OCC (stereo unspecified),2.3,-1.7,-1.7,1.5,22.2,4.9,1.3,0.1,-8.3,x,1.4
O=Cc1cn(CCOc2ccccc2F)c2ccccc12,-18.0,x,-1.5,0.6,-62.0,-11.9,7.8,0.3,-1.4,-5.0,-2.8
NC(=O)CSc1nc2ccccc2n1Cc1ccccc1,-5.8,3.6,12.5,-0.4,8.1,-1.6,-0.2,-0.1,-6.1,0.3,-11.1
Cc1cccc(-c2nsc(SCC(=O)c3ccc(Cl)cc3)n2)c1,-3.4,2.5,-118.8,0.4,-5.3,6.1,-3.9,0.3,-3.1,-6.1,-2.8
Brc1ccc2[nH]ncc2c1,7.4,-2.1,3.4,4.5,10.5,-3.5,0.2,-0.2,-5.1,5.7,-1.6
O=C(C(=Cc1ccc(F)cc1)c1ccccc1)c1ccc(O)cc1,-1.5,x,-18.0,2.5,18.0,-13.4,0.6,0.2,-4.5,4.0,4.8

# Other results.
SMILES,MITF TRPM1 inh,NR2E3 ag-1,HIF-2a inh,iPSC survival up,Peg3 promoter,NR2E3 ag-2,Granule exo inh,aDG glyco act,CaV13 FRET inh,Vif imaging,PDI turbidity
CCN1CCN(Cc2ccc(NC(=O)c3cc(NC(=O)c4nccnc4N)cc(OC)c3)cc2C(F)(F)F)CC1,73.1*,0.6,-20.6,-2.5,0.7,14.0,2.8,-0.4,-11.5,-1.9,4.6
COc1ccc(CCNC(=O)c2cnc(C)cn2)cc1,-20.8,1.9,-6.8,-0.3,-13.9,-3.8,5.1,0.2,x,-11.3,5.3
CCOC(=O)N1CCN(C(=O)CCc2ccc(S(=O)(=O)NCCc3ccccc3)cc2)CC1,12.1,-0.1,-0.2,-1.6,12.1,4.0,0.4,0.0,-7.7,9.4,-3.4
C=CCN(c1ccccc1)S(=O)(=O)c1ccc(Cl)c(C(=O)OCC(=O)NCCCN2CCCC2=O)c1,0.1,1.1,16.2,-0.6,5.3,-26.5,-2.3,0.0,13.4,0.3,1.9
COc1cccc(N2CCN(C(=O)c3cc4cc(Cl)ccc4[nH]3)CC2)c1,-5.1,x,-14.3,-0.6,17.7,-36.0,-9.5,0.1,-4.0,-10.4,-0.1
Cc1cnc(C)c(N(C)NC(=S)Nc2ccccc2)n1,-2.5,0.2,10.5,0.7,24.9,9.6,-3.3,0.0,-4.4,6.6,3.5
O=C(/C=C/c1cccc(Br)c1)NCc1ccncc1,7.9,2.2,5.6,-0.1,16.2,-19.1,-2.1,-0.1,-2.0,-2.5,-4.9
O=c1c2ccccc2[nH]c(=S)n1C1CCCCC1,2.3,-1.9,15.1,-1.8,12.5,-5.2,12.7,-0.2,x,x,4.6
Cc1ccc(C(=O)N/C(=C/c2ccco2)C(=O)NCCc2c[nH]c3ccccc23)cc1,7.8,0.2,-25.9,-0.5,-24.6,-11.5,-0.8,-0.2,-3.1,0.9,12.8
COC(CNC(=O)c1ccc(CS(=O)(=O)c2ccc(Br)cc2)o1)OC,9.0,-3.0,15.1,-0.9,-2.9,-17.7,3.2,-0.1,-3.8,14.7,2.3
COc1cc2ccccc2cc1C(=O)NNC(=O)c1ccccc1O,14.6,3.2,-21.7,-0.4,16.1,-16.5,23.2,1.0,-6.4,-7.3,6.8
CCOc1cccc(C(=O)Nc2ccc3[nH]ncc3c2)c1,-44.9,4.3,-185.5,-0.5,-252.1,-84.2,-2.9,0.1,-4.5,-5.1,-0.5
C=CCSc1nc(-c2ccccc2)c2cc(Cl)ccc2n1,11.8,1.2,19.5,0.4,13.9,1.4,-7.6,-0.3,0.1,x,-2.5
COc1ccccc1CNC(=O)c1ccccc1C(=O)NC(CC(C)C)C(=O)NCc1ccccc1OC (stereo unspecified),-2.5,4.7,-0.7,-0.5,16.3,-13.8,0.7,-0.1,-15.2,3.8,0.2
O=c1cc(CN2CCOCC2)c2cc(Cl)c(O)cc2o1,4.3,1.0,5.8,-0.5,-69.8,-2.1,-1.7,0.4,-7.0,29.1,7.0
OCCCNc1nc(-c2ccccc2)c2cc(Cl)ccc2n1,x,3.3,17.8,-0.5,31.1,-3.5,-4.2,0.0,-9.4,11.7,-2.2
CCC(=O)NCCc1nc2ccccc2n1CC,x,3.5,5.7,-2.1,-1.9,-2.4,-3.7,0.2,18.6,6.0,x
O=C(CSc1nc(=O)n(CCCN2CCOCC2)c2c1CCC2)Nc1cccc(F)c1,7.8,-1.3,-5.9,0.4,-2.7,-0.3,-13.8,0.1,-4.2,4.9,-3.3
COc1ccc(S(=O)(=O)N2CCOCC2)cc1NC(=O)CCCSc1ccccc1,x,x,18.6,0.9,1.7,-19.6,1.1,0.3,-5.9,x,3.9
CC(NC(=O)CCN1C(=O)c2ccccc2C1=O)c1ccccc1 (stereo unspecified),0.6,2.5,6.3,-0.3,0.1,-18.4,-1.6,-0.1,-20.8,-2.1,-0.6
O=C(CN1CCN(Cc2ccccc2)C1=O)NCc1cccs1,x,11.1,8.3,0.5,-1.2,-12.2,5.2,-0.1,-8.9,x,-8.7
CC(=O)c1cn(CC(=O)NCC2CCCO2)c2ccccc12 (stereo unspecified),8.3,4.3,9.9,-2.3,2.9,-17.0,0.6,0.1,-4.6,x,-0.2
Cc1cc(C)cc(N(C(=O)c2csnn2)C(C(=O)NC2CCCCC2)c2cccnc2)c1 (stereo unspecified),-10.3,3.8,4.8,-0.6,13.4,-23.4,-21.3,0.0,-4.1,-10.5,-9.1
CCOc1ccc(N2CC(C(=O)Nc3cccnc3)CC2=O)cc1 (stereo unspecified),-1.2,2.2,19.0,0.3,13.8,-15.2,4.3,0.0,-3.0,x,-3.7
COc1cc(/C=N/NC(=S)N/N=C/c2cc(OC)c(OC)c(OC)c2)cc(OC)c1OC,-31.4,-4.0,-82.8,1.2,-108.5,-3.7,4.2,-0.1,-17.2,13.2,-1.6
CCOc1ccc(C(=O)N2CCN(c3cccc(Cl)c3)CC2)cc1,-19.3,0.8,-35.4,-2.3,-3.8,0.7,-1.9,-0.1,-5.8,4.5,2.2
COc1cccc(Cn2cnc3c(NS(=O)(=O)c4cccc(Cl)c4Cl)c(C)c(C)cc32)c1,-2.2,2.0,20.7,-2.9,43.6,11.9,45.2,0.5,2.5,x,-2.7

# An excerpt from above in order of the MITF TRPM1 inh value, lowest first.
molecule,MITF TRPM1 inh
COc1cc(/C=N/NC(=S)N/N=C/c2cc(OC)c(OC)c(OC)c2)cc(OC)c1OC,-31.4
COc1cc2ccccc2cc1C(=O)NNC(=O)c1ccccc1O,14.6
CCN1CCN(Cc2ccc(NC(=O)c3cc(NC(=O)c4nccnc4N)cc(OC)c3)cc2C(F)(F)F)CC1,73.1*
